Mac1 fbg enh: enhancers of CD11b/CD18 adhesion to fibrinogen, primary screen, K562 cells, luminescence | Integrin beta-2 (Homo sapiens) + Integrin alpha-M (Homo sapiens), P05107+P11215 | ATPlite luminescence | activation, % at 10 µM | hit rate 0.07% among 93,000 | AID 1499, 2009;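 active means 10 µM primary screen giving 50% or more activity, confirmed by 40% or more on retest at that dose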; further: strong numbers were not always called active; reference of the scale not given here
CD11b adhes inh: inhibitors of CD11b/CD18 adhesion to fibrinogen, primary screen, K562 cells, luminescence | hit rate 0.54% among 93,000 | Integrin beta-2 (Homo sapiens) + Integrin alpha-M (Homo sapiens), P05107+P11215 | inhibition, % at 10 µM | ATPlite luminescence; Mn2+ added to activate the integrin;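 active means primary inhibition of 50% or more at 10 µM, then 40% or more on retest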; further: some results filed as inactive read as strong as hits
sEH act: soluble epoxide hydrolase activators, primary screen, biochemical, human sEH; hit rate 0.04% among 91,000; activation, % at 2 µM; purified human sEH enzymatic activity, activator screen; AID 717, 2007; in the data active means activation above about 37%; further: values of inactives mirror those of a sister screen read the other way
Target sequence (P34913 whole entry, looked up): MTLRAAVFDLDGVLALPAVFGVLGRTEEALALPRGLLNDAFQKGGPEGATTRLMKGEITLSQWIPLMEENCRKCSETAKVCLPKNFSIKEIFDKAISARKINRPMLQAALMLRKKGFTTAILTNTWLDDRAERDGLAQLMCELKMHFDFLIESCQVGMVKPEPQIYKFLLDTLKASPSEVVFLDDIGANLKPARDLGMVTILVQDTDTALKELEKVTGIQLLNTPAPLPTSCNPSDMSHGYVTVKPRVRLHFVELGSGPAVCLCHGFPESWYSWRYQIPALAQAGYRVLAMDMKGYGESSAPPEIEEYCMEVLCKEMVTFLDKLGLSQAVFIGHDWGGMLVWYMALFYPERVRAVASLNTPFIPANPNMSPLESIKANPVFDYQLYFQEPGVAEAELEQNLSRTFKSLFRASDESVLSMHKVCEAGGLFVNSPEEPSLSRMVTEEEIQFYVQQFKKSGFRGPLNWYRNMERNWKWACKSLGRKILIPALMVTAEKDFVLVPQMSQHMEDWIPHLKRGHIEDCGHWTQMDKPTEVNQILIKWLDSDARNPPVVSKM
MT1-MMP txn act: MT1-MMP promoter reporter activation – cell-based, luciferase luminescence, primary screen; activation factor at 10 µM; hit rate 0.16% among 86,000; AID 750, 2007; HT1080 MT1-MMP promoter luciferase reporter, overnight; hits give high values;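 active means activation factor of at least 2 for MT1-MMP transcription at 10 µM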
ERa SRC1 pot: enhancers of ERα–SRC-1 coactivator binding, primary screen, biochemical, TR-FRET, ERα LBD, low estradiol. hit rate 1.3% among 86,000. Estrogen receptor (Homo sapiens), P03372. TR-FRET ERalpha-LBD/SRC-Cy5 coactivator binding, 2 h; 100 = basal binding, no effect. coactivator binding (% of control), % at 25.6 µM. AID 639, 2007; in the data active means activity above about 200%;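 further: binding measured in presence of low estradiol as agonist stimulus; 0% = peptide alone without receptor and 100% = receptor with peptide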
ERb SRC1 inh: inhibitors of ERβ-SRC1 coactivator interaction, primary screen, biochemical, TR-FRET, ERβ LBD, SRC-1 peptide. TR-FRET ER-beta LBD / SRC1-Cy5 peptide binding; receptor agonist-loaded with 1 µM estradiol. Estrogen receptor beta (Homo sapiens), Q92731. hit rate 1.3% among 86,000. inhibition, % at 25.6 µM;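 active means compounds whose percent inhibition of the receptor-coactivator binding signal exceeds about 50% in the single-dose screen, limit read from the data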;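 further: 0% = receptor plus peptide wells without compound and 100% = peptide-only wells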
Smad3 inh: Smad3/FoxH1 peptide binding inhibitors, primary screen, biochemical, TR-FRET | inhibition, % at 25 µM | Mothers against decapentaplegic homolog 3 (Homo sapiens), P84022 | AID 630, 2007 | TR-FRET Smad3/Dy647-FoxH1 peptide binding, europium anti-His | hit rate 0.29% among 88,000;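 active means compounds that reduce the energy-transfer binding signal between the protein and its labelled peptide by more than half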;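 further: 0% = Smad3 plus labelled peptide maximal FRET and 100% = peptide-only background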
Target sequence (P84022 whole entry, looked up): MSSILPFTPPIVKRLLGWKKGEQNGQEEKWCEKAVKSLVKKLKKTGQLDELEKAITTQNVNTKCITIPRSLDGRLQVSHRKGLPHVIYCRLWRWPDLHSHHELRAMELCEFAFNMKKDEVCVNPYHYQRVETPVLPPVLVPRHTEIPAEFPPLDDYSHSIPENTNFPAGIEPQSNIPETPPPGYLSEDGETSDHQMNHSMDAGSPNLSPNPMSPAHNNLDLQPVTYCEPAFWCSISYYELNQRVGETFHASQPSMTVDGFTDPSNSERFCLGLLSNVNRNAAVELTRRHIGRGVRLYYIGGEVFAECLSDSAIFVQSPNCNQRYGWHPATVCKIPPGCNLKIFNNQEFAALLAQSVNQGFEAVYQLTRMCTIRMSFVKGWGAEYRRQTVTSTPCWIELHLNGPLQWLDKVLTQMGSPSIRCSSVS
sEH inhibitor: soluble epoxide hydrolase inhibitors, primary screen, biochemical, human sEH. Bifunctional epoxide hydrolase 2 (Homo sapiens), P34913. recombinant human sEH enzymatic activity assay. inhibition, % at 2 µM. hit rate 0.34% among 91,000; in the data active means inhibition above about 80%; further: values of inactives mirror those of a sister screen read the other way; many of its hits are not listed in these tables
Candida biofilm: clotrimazole potentiators killing Candida biofilms, primary screen, with clotrimazole, Alamar Blue | C. albicans biofilm + clotrimazole | inhibition, % at 6 µM | hit rate 0.14% among 85,000 | AID 834, 2007;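 active means inhibition above 20%; inactive means inhibition below 20%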;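 further: preformed 24 hr biofilms exposed to compound for 48 hr; 0% = biofilm without compound and 100% = blank killed by clotrimazole plus chlorhexidine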
An asterisk follows results filed as active; / = no result given; [ ] = another dose, or the depositor's remark. A portion of the library (hit frequency here may not be typical).

#1 O=C1C(C=NCC2CCCO2)=C(O)c2ccccc21 (stereo unspecified)
#2 CCOc1ccc(Nc2nc(C)cc(C)c2C#N)cc1
#3 CC(=O)c1c(C)[nH]c(C(=O)CSc2nnc(-c3ccc(Cl)cc3)n2CC2CCCO2)c1C (stereo unspecified)
#4 CC(C)(CO)NC(=O)CCCOc1ccc(Cl)cc1Cl
#5 COc1ccc(S(=O)(=O)Nc2cccc(Cl)c2)cc1OC

Assay by compound | 1 | 2 | 3 | 4 | 5
Mac1 fbg enh | -1.6 | -0.7 | -0.2 | -0.8 | -1.0
CD11b adhes inh | -6.8 | 0.6 | 4.2 | -5.8 | 8.3
sEH act | 17.3 | -1.9 | 12.5 | 7.8 | 2.2
MT1-MMP txn act | 1.3 | 1.3 | / | 1.4 | 1.5
ERa SRC1 pot | 98.0 | 109.3 | / | 109.6 | 90.9
ERb SRC1 inh | 11.9 | -34.6 | / | 7.5 | -0.3
Smad3 inh | 10.9 | -6.5 | / | 7.1 | -1.5
sEH inhibitor | -19.1 | 5.5 | -11.6 | -9.9 | -3.5
Candida biofilm | 7.2 | 5.5 | / | 4.9 | 9.9

#6 NC(=O)C[n+]1cccc2ccccc21
#7 Nc1nc(SCC(=O)N2CCCc3ccccc32)n(-c2ccccc2)n1
#8 Cc1csc(=S)n1-c1ccccc1
#9 CN1CCN(CCCNC(=O)c2ccc(CS(=O)(=O)c3ccc(Br)cc3)o2)CC1
#10 CCCc1cc(=O)[nH]c(/N=C(/NC(=O)c2ccccc2)Nc2ccc3c(c2)OCCO3)n1

Assay by compound | 6 | 7 | 8 | 9 | 10
Mac1 fbg enh | -1.1 | 3.1 | -1.7 | 31.3 | /
CD11b adhes inh | 4.7 | -5.6 | -7.6 | 4.2 | /
sEH act | -0.3 | -3.5 | -12.0 | -7.1 | /
MT1-MMP txn act | / | 1.1 | 1.1 | 1 | 1
ERa SRC1 pot | / | 95.6 | 103.6 | 95.6 | 112.9
ERb SRC1 inh | / | -8.0[fluorescence artefact?] | 11.8 | -7.9[fluorescence artefact?] | -10.7
Smad3 inh | / | 9.2 | 1.8 | 0.5 | 0.9
sEH inhibitor | 3.5 | 6.9 | 15.0 | 9.2 | /
Candida biofilm | / | 4.4 | 14.2 | 8.6 | 4.2

#11 CC1=CC2(C#N)C3(N=C(N)C2(C#N)C(c2ccccc2)N1)OCCO3 (stereo unspecified)
#12 CC(C(=O)OCC(=O)Nc1ccc(S(=O)(=O)N2CCCCC2)cc1)N1C(=O)c2ccccc2C1=O (stereo unspecified)
#13 Cc1ccccc1NC(=O)CSc1nnc(-c2ccoc2C)n1CCc1ccccc1
#14 CC1Cc2ccccc2N1C(=O)COc1cccc(-n2cnnn2)c1 (stereo unspecified)
#15 Cc1cc(C(=O)CSc2nc3ccc(Cl)cc3[nH]2)c(C)n1C

Assay by compound | 11 | 12 | 13 | 14 | 15
Mac1 fbg enh | -1.3 | -4.6 | -3.7 | -1.4 | 8.4
CD11b adhes inh | -3.9 | 15.3 | -13.3 | -3.7 | 12.7
sEH act | -0.3 | -35.8 | 18.2 | / | /
MT1-MMP txn act | 1.4 | / | 1 | 1 | 1.2
ERa SRC1 pot | 111.8 | / | 110.5[fluorescence artefact?] | 108.2 | 115.2
ERb SRC1 inh | -1.6 | / | 20.3[fluorescence artefact?] | -3.0 | 7.5[fluorescence artefact?]
Smad3 inh | -5.1 | / | -0.6[fluorescence artefact?] | -7.8 | -1.1
sEH inhibitor | -0.5 | 37.0 | -16.4 | / | /
Candida biofilm | 1.6 | / | -3.1 | -1.8 | 0.5

From no. 1 up to 10, copied from above:
#1 O=C1C(C=NCC2CCCO2)=C(O)c2ccccc21 (stereo unspecified)
#2 CCOc1ccc(Nc2nc(C)cc(C)c2C#N)cc1
#3 CC(=O)c1c(C)[nH]c(C(=O)CSc2nnc(-c3ccc(Cl)cc3)n2CC2CCCO2)c1C (stereo unspecified)
#4 CC(C)(CO)NC(=O)CCCOc1ccc(Cl)cc1Cl
#5 COc1ccc(S(=O)(=O)Nc2cccc(Cl)c2)cc1OC
#6 NC(=O)C[n+]1cccc2ccccc21
#7 Nc1nc(SCC(=O)N2CCCc3ccccc32)n(-c2ccccc2)n1

Assay by compound | 1 | 2 | 3 | 4 | 5 | 6 | 7
Mac1 fbg enh | -1.6 | -0.7 | -0.2 | -0.8 | -1.0 | -1.1 | 3.1
CD11b adhes inh | -6.8 | 0.6 | 4.2 | -5.8 | 8.3 | 4.7 | -5.6
sEH act | 17.3 | -1.9 | 12.5 | 7.8 | 2.2 | -0.3 | -3.5
MT1-MMP txn act | 1.3 | 1.3 | / | 1.4 | 1.5 | / | 1.1
ERa SRC1 pot | 98.0 | 109.3 | / | 109.6 | 90.9 | / | 95.6
ERb SRC1 inh | 11.9 | -34.6 | / | 7.5 | -0.3 | / | -8.0[fluorescence artefact?]
Smad3 inh | 10.9 | -6.5 | / | 7.1 | -1.5 | / | 9.2
sEH inhibitor | -19.1 | 5.5 | -11.6 | -9.9 | -3.5 | 3.5 | 6.9
Candida biofilm | 7.2 | 5.5 | / | 4.9 | 9.9 | / | 4.4

#8 Cc1csc(=S)n1-c1ccccc1
#9 CN1CCN(CCCNC(=O)c2ccc(CS(=O)(=O)c3ccc(Br)cc3)o2)CC1
#10 CCCc1cc(=O)[nH]c(/N=C(/NC(=O)c2ccccc2)Nc2ccc3c(c2)OCCO3)n1

Assay by compound | 8 | 9 | 10
Mac1 fbg enh | -1.7 | 31.3 | /
CD11b adhes inh | -7.6 | 4.2 | /
sEH act | -12.0 | -7.1 | /
MT1-MMP txn act | 1.1 | 1 | 1
ERa SRC1 pot | 103.6 | 95.6 | 112.9
ERb SRC1 inh | 11.8 | -7.9[fluorescence artefact?] | -10.7
Smad3 inh | 1.8 | 0.5 | 0.9
sEH inhibitor | 15.0 | 9.2 | /
Candida biofilm | 14.2 | 8.6 | 4.2

The listing continues:
#16 O=c1[nH]c2c(c3c1CCCC3)CCCC2
#17 CCOC(=O)CSC1=C(C#N)C(c2ccc(OC)cc2)C2=C(CC(C)(C)CC2=O)N1 (stereo unspecified)
#18 CCCn1c(C(Cc2ccccc2)NC(=O)COC)nc2ccccc21 (stereo unspecified)
#19 Cc1ccc(C(=O)N2CCN(c3ccc(NC(=S)NC(=O)Cc4ccccc4)cc3)CC2)cc1
#20 CCOc1ccc(N2CC(C(=O)N3CCc4ccccc4C3)CC2=O)cc1 (stereo unspecified)

Assay by compound | 16 | 17 | 18 | 19 | 20
Mac1 fbg enh | -1.1 | -4.3 | -0.7 | 2.0 | 0.6
CD11b adhes inh | -9.4 | -0.8 | -13.7 | -5.2 | 0.0
sEH act | -16.5 | / | 5.0 | -7.4 | -8.5
MT1-MMP txn act | 1.3 | 1 | / | / | 1.1
ERa SRC1 pot | 120.7[fluorescence artefact?] | 112.7 | 101.2 | / | 93.2
ERb SRC1 inh | -5.0 | 5.6 | 46.8 | / | 3.4
Smad3 inh | 8.1 | -19.4 | 4.3 | / | -5.6
sEH inhibitor | 15.4 | / | -6.6 | 9.0 | 9.7
Candida biofilm | 3.7 | -5.6 | 9.6 | / | -0.4

#21 C=CCn1c(SCCN2CCOCC2)nc2c1c(=O)[nH]c(=O)n2C
#22 C=CCn1c(C(C)NC(=O)C(C)(C)C)nc2ccccc21 (stereo unspecified)
#23 CCC(=O)Nc1nc(CC(=O)Nc2ccccc2)cs1
#24 COc1ccc(OC)c(C(=O)c2ccc(C(=O)c3cc(OC)ccc3OC)cc2)c1
#25 CC1(C)CC2CC(C)(CN2CC(=O)C(C#N)c2ccccc2)C1 (stereo unspecified)

Assay by compound | 21 | 22 | 23 | 24 | 25
Mac1 fbg enh | 0.7 | / | -2.7 | 6.5 | -3.4
CD11b adhes inh | 2.1 | / | 3.2 | -2.7 | -0.1
sEH act | -0.9 | -2.0 | -5.4 | 11.6 | 1.2
MT1-MMP txn act | 1.2 | 1 | 1.2 | 0.9 | 1.3
ERa SRC1 pot | 118.2 | 115.6 | 122.4 | 111.6 | 104.1
ERb SRC1 inh | -0.8 | -0.7 | 6.6[fluorescence artefact?] | 15.6 | -0.4
Smad3 inh | -0.3 | 10.8[fluorescence artefact?] | -1.9 | 12.9[fluorescence artefact?] | 5.2
sEH inhibitor | 2.5 | 2.3 | 5.5 | -13.8 | 1.7
Candida biofilm | 4.9 | 9.2 | 4.1 | 3.7 | 1.6

#26 FC(F)(F)c1cc(-c2ccccc2)nc(NC2CCCC2)n1
#27 COc1ccc(C(=O)Nc2ccccc2)cc1S(=O)(=O)Nc1cc(C)on1
#28 Cc1ccc(C2(c3ccc(C)cc3)NC(=O)N(Cc3c(C)noc3C)C2=O)cc1
#29 Clc1cccc2sc(N3CCOCC3)nc12
#30 COc1ccccc1/C=N/NC(=O)CC(=O)Nc1ccc(Cl)c(Cl)c1
#31 COc1cc(NC(=O)C2CCCO2)c(OC)cc1Cl (stereo unspecified)
#32 O=C(Nc1cnc2ccccc2c1)c1cccc(-n2cnnn2)c1

Assay by compound | 26 | 27 | 28 | 29 | 30 | 31 | 32
Mac1 fbg enh | 0.9 | -3.7 | 5.2 | / | 2.9 | / | 3.4
CD11b adhes inh | -24.1 | 3.0 | -16.1 | / | 2.6 | / | 16.8
sEH act | 0.8 | -5.2 | / | / | -6.4 | 3.6 | -21.1
MT1-MMP txn act | 1 | 1 | 1.1 | 2.1* | / | 1 | 1.8
ERa SRC1 pot | 95.6 | 110.8 | 127.4 | 156.9 | / | 103.5 | 106.5
ERb SRC1 inh | -4.4 | -1.0 | 0.1 | -6.1 | / | -0.8 | -1.5[fluorescence artefact?]
Smad3 inh | 3.8 | 7.8 | 1.1 | 4.3[fluorescence artefact?] | / | -3.7 | -18.4
sEH inhibitor | -5.3 | 3.4 | / | / | 7.1 | 0.7 | 21.1
Candida biofilm | -6.0 | -2.4 | 3.4 | 6.3 | / | -3.3 | 3.4
